# Nrf2 block: blocks Nrf2 signaling. A549 ARE-Fluc reporter, luciferase luminescence, 18-24 h. 2.1% of 360,000 active. Potency, µM (doses to about 46 µM), for inactives: top-dose activity change, negative = inhibition, hits mostly inhibitors; note: potency is the fitted concentration of half-maximal effect; % is set by controls: 0 for no effect and ±100 for the full control effect; nearly all actives have a fitted effect of over 60% in size
#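 In this cell-based qHTS, ARE-driven firefly luciferase in A549 cells reports Nrf2 activity; the luminescent signal after BugLite lysis is the measured value, with a prior CellTiter-Fluor read for cell health.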
# Akt phos inh: inhibitors of Akt phosphorylation | activity change, % for hits at 50 µM | Neuro2A IGF-stimulated pAkt S473 HTRF, 20 min; active compounds read low | 0.32% of 360,000 active; in the data active = activity change below about -80%; inconclusive = mostly about -51% to -80%; note: % is set by controls: 0 for no effect and ±100 for the full control effect
#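 Single-point screen (50 µM final compound) in Neuro2A cells stimulated 20 min with 6 nM IGF at 37 deg C. After lysis, Ser473-phosphorylated Akt read by HTRF (ex 330 nm, em 615/665 nm) as the 665/615 ratio.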
# Abeta yeast res: compounds reversing amyloid beta toxicity in yeast; yeast expressing A-beta42, growth rescue, OD600, 48 h; response scale: 0% DMSO, 100% iron-clioquinol control; Potency, µM (titrated, usually from 46.1 µM), for the others: top-dose growth rescue, usual class: activators; 0.063% of 410,000 active; note: potency is the fitted concentration of half-maximal effect; nearly all actives have a fitted effect of over 55% in size
#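 Yeast A-beta toxicity model in growth medium with pinned compounds, 48 h at 30 C; growth read as absorbance at 600 nm. Normalized to FeCl3/clioquinol equimolar mix (positive) and DMSO (negative).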
# Nrf2 activator: activators of Nrf2 (ARE) signaling; AID 624171; Potency, µM (top dose mostly 46.1 µM), without a hit: top-dose activation, hits mostly activators; 0.31% of 410,000 active; AREc32 ARE-luciferase reporter (MCF7-derived line), luminescence, 24 h; note: potency is the fitted concentration of half-maximal effect; % of control where 0% means no effect; nearly all actives have a fitted effect of over 65% in size
#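 For detection, Steady-Glo was added and plates sat 30 min at RT; before that, AREc32_Fluc cells grown overnight in OPTI-MEM/5% FBS had been treated with 23 nL compound for 24 hr at 37 deg C.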
# HepG2 viability: kills HepG2 cells in TGF-b inhibitor counter-screen | 0.76% of 410,000 active | HepG2 CAGA-GFP viability, ATP luminescence, 18 h | Potency, µM (highest dose often 46.1 µM), for inactives: at the highest dose activity change, negative = cytotoxicity, hits mostly cytotoxic | AID 588856; note: potency is the fitted concentration of half-maximal effect; some results filed as inactive show a strong effect at the top dose
#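 HepG2 CAGA-GFP cells (1000/well, DMEM with 1% FBS) received compound, then TGF-beta at 500 pg/mL final, and were incubated 18 hours at 37 degrees C. Viability was read by CellTiter-Glo luminescence. Media-only wells were set as complete cell-killing and DMSO as no toxicity.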
# MmCpn inh: M. maripaludis TRiC chaperonin inhibition; 0.031% of 330,000 active; purified Mm-Cpn ATPase, ADP Transcreener TR-FRET; AID 504842; Potency, µM (titrated, usually from 76.9 µM), without a hit: at the highest dose activity, negative = inhibition, most hits filed as inhibitors; note: potency is the fitted concentration of half-maximal effect; % is set by controls: 0 for no effect and ±100 for the full control effect; nearly all actives have a fitted effect of over 80% in size
#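 Compound-treated chaperonin, 25 nM final, turns over 10 uM ATP at 37°C for 30 min following a 10 min preincubation; ADP generated competes with ADP-d2 for Eu-cryptate antibody, lowering FRET.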
# TGFb inhibitor: blocks TGF-b signaling; AID 588855; 1.2% of 410,000 active; HepG2 CAGA-GFP TGF-b/SMAD3 reporter, GFP fluorescence, 18 h; TGF-beta stimulated, 500 pg/mL final; Potency, µM (series often up to 46.1 µM), for inactives: at the highest dose activity, negative = inhibition, most hits filed as inhibitors; note: potency is the fitted concentration of half-maximal effect; % is set by controls: 0 for no effect and ±100 for the full control effect; nearly all actives have a fitted effect of over 65% in size
#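 HEPG2 CAGA-GFP, 1000 cells/well; 2 h settle, 37 C; cpd via pin tool; TGF-b 500 pg/mL final; 18 h, 37 C; GFP imaging ex488/em500-530; %Activity normalised to -TGF-b and +DMSO controls; CRC fit, curve class.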
# CCT modulator: modulators of cytosolic chaperonin (CCT/TRiC) activity; purified chaperonin ATPase assay, HTRF ADP detection, 30 min; activity change, % (concentration not given with the values), hits read low; 0.3% of 360,000 active; AID 651819; in the data active = activity change below about -30%; note: % is set by controls: 0 for no effect and ±100 for the full control effect
#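 Nucleotide hydrolysis assay: TRiC at 20–40 nM final (set by batch activity) with 10 uM ATP, 30 min at 37 °C, in presence of 76 uM compound. Detection by competitive ADP HTRF, 30 min ambient.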
# A549 tox: counter-screen for Nrf2 inhibitors: cytotoxicity in A549 cells | A549 ARE-Fluc cells, CellTiter-Fluor viability, 18-24 h | Potency, µM (series often up to 46 µM), for the others: at the highest dose activity change, negative = cytotoxicity, hits mostly inhibitors | 0.16% of 390,000 active | AID 504648; note: potency is the fitted concentration of half-maximal effect; % is set by controls: 0 for no effect and ±100 for the full control effect
#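 A549 ARE-Fluc cells in 5% FBS OPTI-MEM, 5000 cells/well, rested 2 h then exposed to compounds in concentration-response for 18-24 h at 37 °C. Viability by CellTiter-Fluor fluorescence (Ex 405/Em 525) after 30 min; luciferase luminescence (BugLite, 15 min, RT) read afterwards.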
# Starred values were filed as active, the others as inactive; i = inactive; ? = inconclusive; nt = not tested or not shown; & = joins results of further samples; [ ] = remark or other dose. Unless noted, calls come from the whole dose curve; as a rule, active = well fitted curve in the direction sought with a large enough effect; inconclusive = small, poorly fitted or top-dose-only effect, or another doubt; inactive = no such curve, though single readings can be large; an effect the other way counts as inactive or inconclusive.
SMILES,Nrf2 block,Akt phos inh,Abeta yeast res,Nrf2 activator,HepG2 viability,MmCpn inh,TGFb inhibitor,CCT modulator,A549 tox
NS(=O)(=O)c1ccc(CCNC(=O)c2ccc(-c3ccccc3)cc2)cc1,2%,i,-3%,-0.3%,3%,-6%,5%,-2.8,2%
C=CCn1c(Cc2ccc(OC)cc2)nnc1SCC(N)=O,6%,i,10%,-0.1%,-1%,1%,1%,1.8,4%
COC(=O)c1ccc(NC(=O)CC2C(=O)N(c3cccc(C)c3)C(=O)N2C2CCCC2)cc1 (stereo unspecified),?,nt,-3%,6.2%,-21%,nt,-19%,nt,-4%
CSC1=N/C(=C/c2ccc(-n3cncn3)cc2)C(=O)N1,-10%,i,-9%,0.0%,-12%,1%,-7%,0.1,-7%
Cc1csc(NC(=O)C2CC(=O)N(c3ccc4c(c3)OCCO4)C2)n1 (stereo unspecified),-12%,i,5%,-0.2%,1%,0%,13%,-0.5,-5%
COc1ccccc1C(=O)NC1CCN(C(=O)Nc2ccc(C)cc2)CC1,?,i,6%,-0.1%,9%,1%,-22%,-0.4,-11%
FC(F)(F)c1cnc(N/N=C/c2ccncc2)c(Cl)c1,9%,i,-3%,-0.8%,-8%,1%,2%,1.5,0%
O=C(Nc1cccc(Cl)c1)Nc1ccccc1OCc1cc(=O)n2ccccc2n1,nt,nt,-13%,0.7%,-16%,nt,-9%,nt,-7%
CCCN1CCN(CCCNC(=O)c2cc3c(s2)-c2ccccc2OC3)CC1,1%&9%,i,-3%&-17%,4.7%&7.1%,-54%&-52%,-7%,?,-0.7,1%&6%
COc1ccc(C(=O)N/N=c2\oc3ccccc3cc2C(N)=O)cc1,-7%,i,-8%,29%,1%,-8%,3%,-4.4,-3%
CN(C)/C(=N\S(=O)(=O)c1ccc(Br)cc1)c1ccccc1,-3%,i,-7%,0.6%[9.22 µM],-1%,2%,0%,2.3,10%
COc1ccc(/C=C/c2cc(-c3ccc(C)cc3)o[n+]2C)cc1,8.2µM*,i,-9%,-2.4%,-51%,-6%,10µM*,-1.9,?
O=C(COC(=O)c1cccc(S(=O)(=O)N2CCCCCC2)c1)NCc1ccc(Cl)cc1,-2%,i,19%,0.2%,-3%,-11%,16%,-4.3,7%
CCS(=O)(=O)N1CCC(C(=O)NC2CCCCCCC2)CC1,12%,nt,13%,-0.7%,3%,1%,-14%,-4.1,5%
CCCOC(=O)/C(=C\C=C\c1ccco1)NC(=O)c1ccccc1,?,i,-1%,13µM*,-9%,-2%,-16%,-5.4,0%
CC1(C)Cc2ccccc2-c2nc3n(c(=O)c21)CCS3,?,i,-14%,0.0%,0%,4%,18%,-1.6,-3%
Nc1c(Cl)c(Cl)nc(C(=O)N/N=C/c2cccnc2)c1Cl,-27%,i,-8%,2.2%,-6%,-2%,-2%,-0.3,0%
Cn1c(=O)oc2cc(S(=O)(=O)N3CCCC(C(=O)NCc4cccs4)C3)ccc21 (stereo unspecified),-10%,i,-8%,0.0%,-14%,-14%,-1%,-2.1,14%
Cc1ccc(Nc2nc(N)nc(CSc3nnc(-c4ccncc4)o3)n2)cc1,13%,i,-2%,0.4%,-3%,3%,-10%,0.3,1%
COc1ccccc1OCC(O)CN1C(=O)NC(C)(C)C1=O (stereo unspecified),-2%,i,-13%,-0.7%,39%,0%,13%,0.7,1%
COc1cc(C(=O)N/N=C(\c2ccccc2)c2ccccn2)cc(OC)c1OC,4.6µM*,i,-8%,-0.2%,-24%,-1%,-4%,-1.5,?
Cn1c(COc2ccc(Cl)cc2)nnc1SCC(=O)Nc1ccc2c(c1)CCC2,7%,i,-8%,5.9%,0%,2%,9%,-0.6,-1%
CCc1noc(C)c1C(=O)NNC(=O)COc1ccc(C)cc1,10%,i,-5%,1.8%,12%,2%,2%,0.8,3%
COc1ccc(CNc2ccc([N+](=O)[O-])cc2C)cc1,?,i,19%,6.8%,-2%,-1%,-12%,0.9,-19%
CC1CN(C)C(C)c2c1oc1ccc([N+](=O)[O-])cc21 (stereo unspecified),-13%,i,-12%,-0.2%,0%,-5%,13%,-3.0,8%
CC(C)S(=O)(=O)c1cnc(N2CCOCC2)nc1N,9%,i,11%,-0.2%,3%,2%,-4%,-1.1,1%
Cc1oc2ccc(OCc3c(F)cccc3Cl)cc2c1C(=O)O,-1%,i,1%,-0.3%,-4%,-2%,-17%,-2.2,0%
CN(C)c1ccc(Nc2nc(N)c3ccccc3n2)cc1,?,i,-82%[inhibitor],-2.8%,13µM*,-4%,-2%,-1.1,7%
Cc1ccc(CNC(=O)CNC(=O)c2ccc(Br)o2)cc1,-1%,i,-6%,-0.1%,-2%,-11%,-4%,0.7,3%
O=C(O)CSc1c[nH]c2ccccc12,10%,i,13%,1.6%,2%,-1%,-10%,2.9,-2%
COCCN(CCOC)c1nc(-c2ccccc2)nc2ccccc12,-7%,i,-4%,3.5%,-31%,-3%,-5%,2.0,-7%
Cc1c(Cl)cccc1-n1c(SCC(=O)N(C)Cc2ccccc2)nnc1-c1ccncc1,-1%,nt,11%,-0.6%,-33%,-1%,-37%,-1.1,5%
CSc1ncccc1C(=O)NCCc1ccccc1,2%,i,16%,-0.2%,6%,0%,7%,1.1,4%
COc1ccc(CNC(=O)c2cc(=O)c3cc(C)ccc3o2)cc1,-21%&-9%,i,13%&11%,0.5%&-0.5%,-13%&-2%,2%,-10%&-8%,-1.7,-4%&-3%
C=CCNC(=O)CCCOc1ccc(C)cc1,nt,i,12%,3.3%,1%,-13%,6%,0.0,6%
CN(C)CCCN(C(=O)CCSc1ccccc1)c1nc2cc3c(cc2s1)OCO3,1%,i,8%,?,-155%,-1%,?,-3.0,4%
CCC(C)NC(=O)c1ccc2c(c1)sc1nc(-c3ccc(OC)cc3)cn12 (stereo unspecified),15%,nt,10%,6.2%,-40%,nt,-23%,nt,-3%
O=C(NCC1CCCCC1)c1ccco1,nt,i,13%,0.2%,-10%,2%,1%,-1.6,1%
Cn1c(C(=O)N2CCN(c3ccccc3)CC2)cc2cc(Cl)ccc21,5%,i,-12%,-0.8%,12%,0%,-16%,0.0,-3%
Cc1ccc(C(=O)OCC(=O)NC2CCS(=O)(=O)C2)c(C)c1 (stereo unspecified),5%,i,4%,-0.6%,0%,0%,4%,-1.3,1%
COc1ccc(-n2c(=S)[nH]c3cc(C(=O)NC4CCCCC4)ccc3c2=O)c(OC)c1,15µM*,i,13%,-0.1%,4%,1%,-20%,-0.5,-15%
COc1ccc(-c2cc(-c3ccccc3)nc(N)n2)c(O)c1,3%,i,-9%,23%,-19%,nt,?,-1.5,-3%
COc1ccccc1/C=C/C(=O)OCC(=O)c1c(N)n(C)c(=O)n(C)c1=O,-22%,i,13%,3.5%,-8%,-24%,-2%,-2.9,-1%
C=CCn1c(N)c(C(=O)NC2CCCCC2)sc1=S,8%,i,-2%,0.3%,-11%,2%,-16%,-1.3,26%
CC(C)NC(=O)CCCC(=O)NC(C)C,2%,i,28%,-0.8%,-2%,0%,5%,1.3,0%
O=S(=O)(NCC1CCCO1)c1ccc(Cl)c(C(F)(F)F)c1 (stereo unspecified),-10%,i,28%,-0.6%,-3%,0%,10%,1.5,-1%
Cc1[nH]c(=S)c(C#N)c(C)c1C(=O)Nc1ccccc1,nt,i,-1%,-0.2%,2%,-6%,-17%,-3.3,-2%
CC1(C(=O)NS(=O)(=O)c2ccccc2)CCN1C(=O)C/C=C/c1ccccc1 (stereo unspecified),nt,i,-12%,1.9%,-16%,nt,?,-2.3,nt
Cc1nnsc1-c1onc(C)c1C(=O)Nc1cc(Cl)cc(Cl)c1,?,i,21%,7.1%,-60%,-9%,16µM*,-0.4,-18%
C=CCNC(=S)NNC(=O)CCC(O)CCCCC (stereo unspecified),19%,i,-12%,-0.9%,-32%,?,-2%,-0.6,-8%

# Entries of single compounds as entered above. Values in the order: Nrf2 block, Akt phos inh, Abeta yeast res, Nrf2 activator, HepG2 viability, MmCpn inh, TGFb inhibitor, CCT modulator, A549 tox
# CN(C)CCCN(C(=O)CCSc1ccccc1)c1nc2cc3c(cc2s1)OCO3 in the list: 1%, i, 8%, ?, -155%, -1%, ?, -3.0, 4%
# Cn1c(COc2ccc(Cl)cc2)nnc1SCC(=O)Nc1ccc2c(c1)CCC2 in the list: 7%, i, -8%, 5.9%, 0%, 2%, 9%, -0.6, -1%
# COc1ccccc1/C=C/C(=O)OCC(=O)c1c(N)n(C)c(=O)n(C)c1=O in the list: -22%, i, 13%, 3.5%, -8%, -24%, -2%, -2.9, -1%

# Next entries.
SMILES,Nrf2 block,Akt phos inh,Abeta yeast res,Nrf2 activator,HepG2 viability,MmCpn inh,TGFb inhibitor,CCT modulator,A549 tox
O=S(=O)(c1cnc[nH]1)N1CCCCCC1,5%,i,11%,-0.3%,-27%,0%,31%,3.1,-7%
C=CCn1c(SCc2ccc(C#N)cc2)nnc1-c1ccc(C)cc1,21µM*,i,4%,0.2%,-6%,1%,-35%,-0.4,3%
CCOC(=O)C1CCCN(C(=O)c2cnn3c(C(F)(F)F)cc(-c4ccccc4)nc23)C1 (stereo unspecified),-10%,nt,-26%,0.2%,-22%,0%,22%,-4.8,-19%
O=C(CCSc1ccc(Cl)cc1)c1ccco1,-10%,i,-17%,?,-87%,1%,11µM*,1.2,1%
O=C(O)c1cnc2ccc(Cl)cc2n1,nt,i,-3%,-0.5%,0%,nt,23%,-1.9,nt
COC(=O)c1ccc(-c2nc3ccc(C)cc3o2)cc1,?,i,7%,2.5%,-2%,?,-2%,-0.5,-7%
